High-throughput results from PubChem.
A3A deaminase: blocks human APOBEC3A ssDNA deamination; recombinant A3A, FAM/TAMRA ssDNA deamination fluorescence; inhibition, % at 20 µM; 330,000 tested, 0.41% active; AID 493011;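 active = at least 40% inhibition at 20 µM here, with at most 30% in a related deaminase screen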;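 also: plate controls were A3A with DMSO for no effect and wells lacking A3A enzyme for full effect; some results filed as inactive read as strong as hits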
Target sequence (P31941 whole entry, looked up): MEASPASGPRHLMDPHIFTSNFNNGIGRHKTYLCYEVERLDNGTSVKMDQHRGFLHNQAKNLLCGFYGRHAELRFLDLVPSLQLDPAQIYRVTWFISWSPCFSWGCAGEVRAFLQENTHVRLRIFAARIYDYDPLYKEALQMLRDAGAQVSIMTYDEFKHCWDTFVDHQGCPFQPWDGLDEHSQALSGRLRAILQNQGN
beta cell repl: MIN6 beta-cell proliferation induction; MIN6 cells proliferation, ATPlite luminescence, 48 h; cells starved in 0.2% serum; 100% = growth in 10% serum; proliferation, % at 10 µM; 330,000 tested, 0.29% active;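 active = compounds whose signal lies at least 3.5 SD above the mean of all wells on their plate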;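 also: 0% = DMSO-treated cells in low-serum medium and 100% = 10% serum control; some compounds called inactive have numbers as strong as hits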
hIAP inh: human IAP inhibition. inhibition, % at 10 µM. 330,000 tested, 0.12% active. purified IAP, CDP-Star luminescence, 30 min. P09923;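 active = inhibition reaching a set limit with compound at 10 µM in the primary screen, cut at about 35% in these data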;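 also: plate controls were DMSO wells with enzyme for no effect and no-enzyme buffer wells for full effect; values of inactives mirror those of a sister screen read the other way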
Target sequence (P09923 whole entry, looked up): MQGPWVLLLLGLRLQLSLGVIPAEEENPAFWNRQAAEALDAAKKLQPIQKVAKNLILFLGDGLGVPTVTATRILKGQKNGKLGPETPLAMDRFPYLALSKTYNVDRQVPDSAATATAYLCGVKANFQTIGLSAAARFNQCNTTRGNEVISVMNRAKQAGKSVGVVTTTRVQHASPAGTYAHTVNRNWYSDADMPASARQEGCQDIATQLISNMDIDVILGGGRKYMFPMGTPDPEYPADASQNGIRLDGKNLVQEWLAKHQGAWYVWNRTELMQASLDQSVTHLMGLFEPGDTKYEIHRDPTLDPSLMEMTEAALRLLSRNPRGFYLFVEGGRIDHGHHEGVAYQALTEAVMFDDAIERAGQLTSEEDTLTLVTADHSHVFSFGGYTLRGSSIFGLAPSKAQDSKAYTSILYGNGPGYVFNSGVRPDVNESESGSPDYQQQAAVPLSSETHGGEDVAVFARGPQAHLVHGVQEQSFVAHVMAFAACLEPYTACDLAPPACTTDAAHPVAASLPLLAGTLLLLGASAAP
APOBEC3G inh: APOBEC3G (human) deaminase inhibition; recombinant A3G, ssDNA deamination FAM/TAMRA fluorescence; inhibition, % at 20 µM; AID 493012; 330,000 tested, 0.28% active;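 active = inhibition of at least 40% at 20 µM, with no more than 30% in the related APOBEC3A deaminase screen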;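 also: plate controls were DMSO wells with A3G for no effect and wells lacking A3G enzyme for full effect; some compounds called inactive have numbers as strong as hits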
Target sequence (Q9HC16 whole entry, looked up): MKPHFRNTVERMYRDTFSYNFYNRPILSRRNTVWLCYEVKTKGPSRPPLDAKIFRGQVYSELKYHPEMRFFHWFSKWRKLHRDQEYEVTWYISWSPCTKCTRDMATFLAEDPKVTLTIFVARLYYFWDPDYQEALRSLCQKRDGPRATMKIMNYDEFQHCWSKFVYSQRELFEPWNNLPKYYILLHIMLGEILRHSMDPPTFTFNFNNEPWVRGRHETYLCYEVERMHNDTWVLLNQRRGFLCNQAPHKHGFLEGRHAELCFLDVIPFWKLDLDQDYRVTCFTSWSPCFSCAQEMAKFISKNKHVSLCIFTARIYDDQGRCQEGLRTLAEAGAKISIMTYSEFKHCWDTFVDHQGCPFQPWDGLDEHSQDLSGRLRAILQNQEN
mIAP activ: increases mouse intestinal alkaline phosphatase activity. activation factor at 10 µM. AID 2805. muIAP, CDP-Star luminescence, 30 min; active compounds read high; 1 = vehicle-only enzyme signal, 0 = enzyme-free wells. 330,000 tested, 0.24% active;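 active = activation factor of at least 2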; also: the source names both 10 and 20 µM as test concentration; values of inactives mirror those of a sister screen read the other way
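also added = chemiluminescent substrate CDP-Star | test system = mouse IAP enzyme | signal = chemiluminescence readout | compound = DMSO-dissolved test compounds | incubation = 30 min at room temperature | benchmarks = DMSO wells, no-enzyme wells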
mIAP inh: mouse IAP inhibition; purified mouse IAP, CDP-Star luminescence, 30 min; inhibition, % at 10 µM; 330,000 tested, 0.2% active; AID 2806;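 active = inhibition of at least 40% at 10 µM in the primary screen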;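 also: plate controls were DMSO with enzyme for no effect and no enzyme wells for full effect; values of inactives mirror those of a sister screen read the other way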
MPTP inh: inhibitors of mitochondrial permeability transition pore | isolated mouse mitochondria, Ca2+ swelling absorbance, 30 min | inhibition, % at 10 µM | 360,000 tested, 1.4% active | AID 602449;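 active = inhibition of 50% or more, scaled per plate between neutral and stimulator controls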;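 also: 0% = DMSO wells given calcium and 100% = 1 mM EGTA wells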
hIAP act: human IAP activation; P09923; 330,000 tested, 0.16% active; purified human IAP, CDP-Star luminescence, 30 min; active compounds read high; 1 = vehicle-only enzyme, 0 = enzyme-free background; AID 2524; activation factor at 10 µM;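 active = activation factor of the enzyme at least 2-fold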; also: the source names both 10 and 20 µM as test concentration; values of inactives mirror those of a sister screen read the other way
NR3A LBD binder: NR3A (human) ligand-binding domain modulation; NR3A LBD differential scanning fluorimetry, Tm shift; 0% = protein alone, 100% = glycine-bound protein; Tm shift relative to glycine control, % at 25 µM; 340,000 tested, 2.5% active; AID 1259313;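 active = melting temperature shift of at least 10% of the positive control shift, at one fixed dose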
The depositor's hits bear a star; . = no result given.

Value order: A3A deaminase	beta cell repl	hIAP inh	APOBEC3G inh	mIAP activ	mIAP inh	MPTP inh	hIAP act	NR3A LBD binder
Cc1ccc(C2/C(=C(\O)c3ccc4c(c3)OCCO4)C(=O)C(=O)N2Cc2cccnc2)cc1 (stereo unspecified)
→ -7	5	-11	3	1.1	-5	-2.3	1.1	-2
COc1cc(C)c(C(=O)Oc2cc(C)c(C(=O)O)c(O)c2C)c(O)c1C
→ -3	-5	3	-7	0.99	1	37	0.97	-7
CCOC(=O)C1=C(C)OC(N)=C(C(=O)OCC)C1c1cccnc1 (stereo unspecified)
→ 1	-1	10	-1	0.9	10	-2.1	0.9	-1
Cc1cc(Cl)ccc1NNC(=O)CCc1ccccc1
→ -3	-1	7	-6	1.1	-8	3.7	0.93	3
O=C(NCCCNC(=O)c1ccccn1)c1ccc(Br)cc1
→ -5	-2	-4	-3	1	-1	-0.2	1	0
O=C(Cc1csc(Nc2nc(=S)[nH]c3ccccc23)n1)NCc1cccc(Cl)c1
→ 5	-6	-39	4	0.84	16	1.0	1.4	3
Cc1cccc2nc(CSCc3ccco3)cn12
→ 9	-2	3	-3	0.8	20	-0.3	0.97	-5
O=C(COc1ccc2c3c(c(=O)oc2c1)CCC3)N1CCCCC1
→ -3	0	-15	-3	1.1	-11	0.5	1.1	-1
O=S(=O)(NCc1ccc(F)cc1)c1cccc(S(=O)(=O)N2CCOCC2)c1
→ 0	-3	-5	-7	0.95	5	1.8	1.1	-14
CCc1ccc(NC(=S)NNC(=O)c2ccccc2OC(F)F)cc1
→ 4	-2	-64	-5	1	-1	.	1.6	.
Cc1ccc(S(=O)(=O)/N=C(/NNC(=O)c2cccc(Cl)c2)c2ccccc2)cc1
→ -3	3	-26	-7	1	-3	1.8	1.3	-12
COc1ccc(C(C)(C)C)cc1NC(=O)CCCN1C(=O)NC(C)(C)C1=O
→ -1	-2	-4	1	0.95	5	-1.3	1	1
CC(NC(=O)c1ccc(Br)cc1)c1ccc2c(c1)CCCC2 (stereo unspecified)
→ 1	0	-10	-1	1.2	-18	24	1.1	-4
Cc1cccc(NC(=O)N2CCN(Cc3ccc4c(c3)OCO4)CC2)c1C
→ -4	-1	-19	-9	1	-5	0.1	1.2	5
CCOC(=O)c1ccc(N=c2scc(C)n2CC)cc1
→ -3	-1	-24	-5	0.97	3	3.2	1.2	2
O=C(NCc1ccccc1)C1=C[C@H](c2csc3ccccc23)C[C@H](OCCCCO)O1
→ -4	-8	14	-4	0.97	3	-2.2	0.85	-4
COCc1c(C(=O)N(C)Cc2ccccc2N2CCCC2)oc2ccccc12
→ 2	-7	9	1	0.94	6	0.4	0.91	0
O=C(CSc1nnc(NC(=O)C2CC2)s1)NCc1ccccc1
→ 0	-3	12	-2	1	-2	-0.9	0.88	0
COc1ccc(C(=O)Nc2ccnn2C2CCN(C(=O)CCC(F)(F)F)CC2)cc1
→ -3	0	-22	-4	1.1	-8	0.2	1.2	-3
COc1ccc(CCC(=O)Nc2cccc(S(=O)(=O)N3CCCCCC3)c2)cc1OC
→ 1	-2	-5	-3	1.2	-18	0.2	1	0
O=C(COC(=O)c1cc(S(=O)(=O)N2CCOCC2)ccc1O)Nc1cc(S(=O)(=O)N2CCCC2)ccc1Cl
→ 1	-1	-3	0	1.1	-9	3.5	1	-3
COc1ccc(Cn2cnc3c(N)c(C)c(C)cc32)cc1
→ -3	-2	4	-4	1	-4	6.0	0.96	-3
Cc1ccc(N(CC(=O)NC(C)c2ccccc2)S(=O)(=O)c2cccs2)cc1 (stereo unspecified)
→ -4	2	1	-1	1	-5	0.9	0.99	0
CC1CN(CC(=O)Nc2ccc(S(N)(=O)=O)cc2)CC(C)O1 (stereo unspecified)
→ -3	0	-1	-6	0.98	2	3.5	1	0
Cc1ccc(-c2c(NC(=O)c3ccco3)oc3ccccc3c2=O)cc1
→ -6	-5	-22	-6	1.1	-7	0.5	1.2	0
COc1ccccc1NS(=O)(=O)c1cc(C(=O)NCC(C)(C)N2CCOCC2)ccc1C
→ -1	0	12	-12	0.91	9	-0.8	0.88	-2
CCc1ccc(N(C(=O)c2csnn2)C(C(=O)NC(C)(C)CC)c2cccnc2)cc1 (stereo unspecified)
→ 0	0	2	-7	0.96	4	-3.3	0.98	-3
S=C(Nc1cccc(Cl)c1)Nc1ccccc1Oc1ccccc1
→ 8	-7	4	0	1.2	-18	91*	0.96	10
CC(=O)Nc1nc(C=C(Cl)Cl)cs1
→ 2	-2	7	1	0.79	21	-0.1	0.93	-1
COc1ccc(O[C@H]2C=C[C@@H](c3ccccc3)O[C@@H]2COC(=O)CC/C(C)=N/OC[C@@H](O)COCc2ccco2)cc1
→ 0	-7	-8	-9	0.91	9	.	1.1	.

Complete entries, looked up by structure. Values in the order: A3A deaminase | beta cell repl | hIAP inh | APOBEC3G inh | mIAP activ | mIAP inh | MPTP inh | hIAP act | NR3A LBD binder
`COc1ccc(O[C@H]2C=C[C@@H](c3ccccc3)O[C@@H]2COC(=O)CC/C(C)=N/OC[C@@H](O)COCc2ccco2)cc1` is entered as 0 | -7 | -8 | -9 | 0.91 | 9 | . | 1.1 | .
`Cc1cccc2nc(CSCc3ccco3)cn12` is entered as 9 | -2 | 3 | -3 | 0.8 | 20 | -0.3 | 0.97 | -5

Other results.
Value order: A3A deaminase	beta cell repl	hIAP inh	APOBEC3G inh	mIAP activ	mIAP inh	MPTP inh	hIAP act	NR3A LBD binder
CCOc1ccccc1C(=O)NCC(=O)NNC(=O)c1cccs1
→ -6	-1	6	-6	0.9	10	-1.2	0.94	0
Cc1nn(-c2ncc(C(F)(F)F)cc2Cl)c(=O)n1-c1cccc(F)c1
→ -2	-1	11	-7	0.97	3	-1.2	0.89	-1
Cc1cc(C)n(-c2nnc(N3CCN(c4ccccc4)CC3)nn2)n1
→ 0	-4	10	-1	0.97	3	-0.6	0.9	0
COC(=O)N1C(=O)[C@](c2ccccc2)(C2CCCCC2)N1C(=O)OC
→ 0	-7	14	-3	1	-3	0.7	0.85	-1
S=C1N[C@H]2CCCC[C@@H]2N1
→ 1	-2	-8	-3	1	-3	-1.9	1.1	-5
COc1cc(OC)c(OC)cc1/C=N/N(C)c1ccccc1
→ -2	-2	-4	-4	1	-4	-5.5	1	3
CN(CC(=O)NCCc1ccc(Cl)cc1)S(=O)(=O)c1cccs1
→ 8	0	-8	1	0.91	9	-0.5	1.1	-5
COc1ccc(-c2csc(N(CC3CCCO3)C(=O)c3ccco3)n2)cc1 (stereo unspecified)
→ -4	0	14	-3	0.96	4	2.3	0.86	1
COc1ccc(Cl)cc1NS(=O)(=O)c1cccc(C(=O)NC2CC2)c1
→ -5	0	11	-5	0.96	4	-3.5	0.89	-1
Nc1ncnc2c1ncn2[C@@H]1O[C@H](CO)C[C@H]1O
→ -1	-8	18	-4	1	0	-1.2	0.82	-3
O=CN1CCN(C(C(=O)NC2CCCC2)c2cc3c(cc2[N+](=O)[O-])OCO3)CC1 (stereo unspecified)
→ -4	0	0	-13	0.95	5	-1.7	1	1
CCCOC1CCCN(C(=O)c2ccc(OC3CCN(C(=O)CCOC)CC3)cc2)C1 (stereo unspecified)
→ -2	1	4	-8	1	-5	0.5	0.96	-1
O=C(CN1CCN(C(=O)C2COc3ccccc3O2)CC1)Nc1ccc(F)cc1 (stereo unspecified)
→ 3	-2	-18	-1	1	-1	1.9	1.2	-2
COc1ccc(C(=O)NCCSc2ccccc2C)cc1
→ -2	-2	-11	-8	0.94	6	0.1	1.1	-2
O=S(=O)(c1ccc(N2CCN(S(=O)(=O)c3ccccc3)CC2)nc1)N1CCCC1
→ -5	-4	-17	-16	1.1	-8	1.4	1.2	1
CC(C)(C)c1nnc2sc(SCC(=O)NCc3ccco3)nn2c1=O
→ -2	-2	-14	-7	0.95	5	-1.2	1.1	1
CC(C)CCOc1ccc(C(=O)NN2C(=O)NC3(CCCCC3)C2=O)cc1
→ -3	-2	14	-7	1	-2	-1.9	0.86	1
Cc1ccc(CNC(=O)CSCc2ccccc2F)cc1
→ -1	-2	3	-2	1	-4	0.3	0.97	0
Cc1nc2ccc(NS(=O)(=O)c3ccccc3F)cc2s1
→ 2	-5	-22	-5	1.1	-6	1.7	1.2	-1
COC(=O)Nc1ccc(S(=O)(=O)N2CCCC(C(=O)NC3CCS(=O)(=O)C3)C2)cc1 (stereo unspecified)
→ 1	0	-5	-2	1.1	-10	-0.7	1	-1
O=C(NCCCN1CCCC1=O)Nc1ccccc1F
→ 3	-3	13	2	0.94	6	0.3	0.87	1
CC1=C(/C=C/C(C)=N\NC(=O)c2ccncc2)C(C)(C)CCC1
→ 1	-3	-7	0	0.97	3	-5.6	1.1	-2
CCOC(=O)C1=C(C)NC(C)=C(C(=O)OCC)C1c1sccc1C
→ -9	-6	1	-4	1.1	-12	0.3	0.99	3
COc1ccc(NC(=O)C2CCN(S(=O)(=O)c3cccc4cccnc34)CC2)cc1OC
→ -2	-2	-15	-5	1.1	-6	-1.6	1.1	.
O=C(CN1CCCCC1)N1N=C(c2cccs2)CC1c1cccs1 (stereo unspecified)
→ -1	1	17	-5	0.98	2	0.3	0.83	-1
Cc1ccc(OCCNC(=O)c2ccc(COc3ccccc3)o2)cc1
→ 2	-2	8	-11	0.99	1	-0.8	0.92	0
O=C(NCCCc1ccccc1)c1ccccc1
→ 2	-1	9	9	1.1	-8	-0.5	0.91	-1
Cc1cccc(NC(=O)CCNC(=O)c2ccco2)c1
→ -2	2	-1	-6	0.97	3	-2.4	1	-2
CC1(c2ccc(OC(F)F)cc2)NC(=O)N(CC(=O)Nc2ccc(N3CCCCC3)cc2)C1=O (stereo unspecified)
→ 5	-1	2	-2	1	-2	-0.2	0.97	-1
Clc1ccc(-n2cccc2CN2CCc3c([nH]c4ccccc34)C2c2ccccn2)nc1 (stereo unspecified)
→ -5	-6	3	4	0.98	2	-1.7	0.97	-23
CCCOc1cc(CN2CCCCC2)cc(C(C)=O)c1
→ -3	-3	13	-3	1.1	-10	7.1	0.87	3
O=C(c1ccc(F)cc1)N1CCN(c2cc(N3CCCCC3)c(F)cc2[N+](=O)[O-])CC1
→ -2	-2	-4	-2	0.98	2	0.8	1	-1
Cc1cc(C)n(-c2ccc(C(=O)N3CCN(S(=O)(=O)c4ccc(C(C)C)cc4)CC3)cc2)n1
→ 6	-4	10	0	1.1	-9	-0.6	0.9	-2
COc1ccc(OC)c(S(=O)(=O)N2CCC(C(=O)NC3CC3)CC2)c1
→ -4	-1	-31	0	1	0	2.1	1.3	1
N#CC1=C(N)NC(SCc2ccc(Br)cc2)=C(C#N)C12CCCCC2
→ 0	-5	2	-1	0.98	2	92*	0.98	11*
CCC(=O)Oc1ccc(C/C(=N\O)c2ccc(O)cc2O)o1
→ 10	-2	-1	2	0.86	14	0.9	1	-3
COc1cccc(N2CCN(C(=O)c3cc4c(=O)n(Cc5ccccc5)ccc4nc3C)CC2)c1
→ -3	-1	-18	1	1	-1	0.3	1.2	1
COc1ccc(OCc2nnc(SCC(=O)Nc3cccc(Cl)c3)o2)cc1
→ 3	-3	-36	0	1	-1	1.8	1.4	-7
Brc1ccc(-c2cnco2)cc1
→ 7	1	9	-7	0.99	1	-0.2	0.91	0
COc1cccc(NC(=O)COC(=O)c2c(NC(C)=O)sc(C)c2C)c1
→ -4	0	10	-11	1.1	-9	-0.2	0.9	2
O=C(c1cccc(NS(=O)(=O)c2ccc(F)c(F)c2)c1)N1CCCCC1
→ -2	-1	4	-13	0.9	10	-1.1	0.96	1
Cc1ncc(CN2CCCC(C(=O)Nc3ccc(-c4ccco4)cc3)C2)n1C (stereo unspecified)
→ -1	-3	-17	-4	0.99	1	-1.2	1.2	-2
O=C1c2ccccc2C(Nc2ccc3c(c2)OCCO3)N1Cc1ccco1 (stereo unspecified)
→ 0	0	2	2	1.1	-7	3.0	0.98	1
